# aSyn tox rescue: inhibitors of alpha-synuclein toxicity in yeast; hit rate 0.02% among 94,000; Potency, µM (doses to about 46.1 µM), without a hit: top-dose growth rescue (activation), usual class: activators; S. cerevisiae alpha-synuclein toxicity rescue, BacTiter-Glo growth, 24 h; active = well fitted activation curve with a large enough effect; inconclusive = small, poorly fitted or top-dose-only effect; also: 0% is about no effect
#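 Growth restoration measured by BacTiter-Glo luminescence after 24 hr at 30 deg C; alpha-synuclein yeast, raffinose-pregrown to mid-log, were added at OD600=0.02 in galactose medium onto pinned compounds.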
# The depositor's hits bear a star; ? = inconclusive; & = joins results of further samples; [ ] = another dose, or the depositor's remark. Potency is read from the fitted curve at half-maximal effect. An excerpt, so the mix of outcomes need not match the whole.
SMILES,aSyn tox rescue
CCOc1ccccc1NC(=O)CCS(=O)(=O)c1ccc2c(c1)oc(=O)n2C,-6%
CCOc1ccc(CCNC(=O)Cn2nnc(-c3ccc(C(F)(F)F)cc3)n2)cc1OCC,2%
COc1ccc(N(C(=O)C(C)C)S(=O)(=O)c2cccc([N+](=O)[O-])c2)cc1,6%
Cc1ccc(C(=O)NCCCNC(=O)c2ccccc2F)cn1,-2%
CCC(=O)N1CCc2cc(Br)cc(S(=O)(=O)CCC(=O)NCc3ccc(F)cc3)c21,-1%
Cc1ccc(C(=O)CSc2nc(C)cc(C)c2C(=O)Nc2cccc(C)c2)cc1,2%
Cc1ccc(CN(Cc2ccco2)C(=O)COc2cc(C)c(Cl)c(C)c2)cc1,?
Cn1c(=O)c(C(=O)CN2CCCCC2)c(N)n(Cc2ccccc2)c1=O,-1%
COc1ccc(CCC(=O)OCC(=O)N(C)c2c(N)n(Cc3ccccc3)c(=O)[nH]c2=O)cc1,11%
Cc1ccc(CNC(=O)CCc2nc3cccnc3n2Cc2ccccc2)cc1,7%
O=c1ccc2cc(S(=O)(=O)N3CCN(c4ccccc4)CC3)ccc2[nH]1,2%
Cc1nc2ccccc2c(C)c1CC(=O)N(C)CC(=O)Nc1cccc(F)c1,-3%
COc1ccc(CCNC(=O)CCCCCNc2nc(=S)[nH]c3ccccc23)cc1OC,-6%
Cc1nc2cccnc2n1C1CCN(C(=O)Nc2ccc(Cl)cc2)CC1,-3%
O=C1CC(c2ccccc2)CC(O)=C1C=NCCN1CCN(Cc2ccccc2)CC1 (configuration not stated),12%
CCCCN(CCCC)CCCNC(=O)c1cc(-c2ccc(Cl)s2)nc2ccccc12,10%
CC(=O)Nc1ccc(NC(=O)C2CCCCN2S(=O)(=O)c2ccc(C(C)(C)C)cc2)cc1 (configuration not stated),5%
Cc1cccc(OCC(=O)Nc2ccc(-c3nc4ccccc4o3)cc2)c1C,-7%
COc1ccc(C(=O)N2CCCC(CO)C2)cc1OC1CCN(C(C)C)CC1 (configuration not stated),1%
Cc1ccc(C2=Nc3ccccc3N(CC(=O)NCc3ccccc3Cl)C(=O)C2)cc1C,-11%

# Sorted by count of non-hydrogen atoms (lowest first): some entries from above
SMILES,aSyn tox rescue
Cc1ccc(C(=O)NCCCNC(=O)c2ccccc2F)cn1,-2%
O=c1ccc2cc(S(=O)(=O)N3CCN(c4ccccc4)CC3)ccc2[nH]1,2%
Cc1ccc(CN(Cc2ccco2)C(=O)COc2cc(C)c(Cl)c(C)c2)cc1,?
Cc1ccc(CNC(=O)CCc2nc3cccnc3n2Cc2ccccc2)cc1,7%
CCOc1ccc(CCNC(=O)Cn2nnc(-c3ccc(C(F)(F)F)cc3)n2)cc1OCC,2%
COc1ccc(CCC(=O)OCC(=O)N(C)c2c(N)n(Cc3ccccc3)c(=O)[nH]c2=O)cc1,11%

# (next part)
SMILES,aSyn tox rescue
CCc1ccc(-n2c(=O)c3cccnc3n2CC(=O)N(CC)c2cccc(C)c2)cc1,12%
Cc1ccc(NS(=O)(=O)c2ccc3[nH]c4c(c3c2)CCCCCC4)cc1C,13%
COC(=O)c1c(N2C(=O)CC(Sc3ncccc3C(=O)O)C2=O)sc(C)c1C (configuration not stated),12%
Cc1cc2cc(CNS(=O)(=O)c3ccccc3)ccc2n1C,-8%
COc1cccc(C(=O)NCC(c2cccnc2)N2CCN(c3ccccc3OC)CC2)c1 (configuration not stated),4%
O=C1c2ccccc2C(Nc2ccccc2F)N1c1cccnc1 (configuration not stated),0%
O=C(CCNS(=O)(=O)c1ccc(OC(F)(F)F)cc1)N1CCCC1,12%
COc1cc(/C=C/C(=O)O)cc(S(=O)(=O)NCC2CCCO2)c1OC (configuration not stated),0%
CCOC(=O)C(=O)Nc1nnc2n1CCS2,1%
COc1ccccc1NC(=O)Cn1c(=O)n(CCCCCC(=O)NCc2ccccc2)c(=O)c2sccc21,-6%
C#Cc1cc(N2CCN(C(=O)c3ccoc3)CC2)n2nc(-c3cccc(Cl)c3)cc2n1,-8%
COc1ccc(N2CCN(C(=O)C3CCCN(S(=O)(=O)c4cccc5cccnc45)C3)CC2)cc1 (configuration not stated),1%
Cc1cccc(NC(=O)c2sc(-n3nc(C)c(CCC(C)C)c3C)nc2C)c1C,5%
Cc1ccc(Cl)c2sc(NC(=O)C3CC3)nc12,15%
CCOc1cc(N2CCOCC2)c(OCC)cc1NC(=O)C(C)C,-5%
COc1cc(/C=N/NC(=O)CNc2n[nH]c(=O)[nH]c2=O)ccc1OCc1ccccc1,3%
CCn1c(=O)c2cc(C(=O)NCCc3ccc(Cl)cc3)sc2c2ccccc21,-4%
Cc1c(C(=O)N2CCCC2)oc2c1-c1nn(CC(=O)NC(C)c3ccccc3)cc1CC2 (configuration not stated),-5%
CCN(C(=O)CSc1nc2ccccc2c(=O)n1Cc1ccc(C)cc1)C1CCS(=O)(=O)C1 (configuration not stated),-1%
COc1cccc(CNC(=S)Nc2cc(OC)ccc2OC)c1,-4%

# Given with tabs: entries from further up.
smiles	aSyn tox rescue
COc1ccc(N2CCN(C(=O)C3CCCN(S(=O)(=O)c4cccc5cccnc45)C3)CC2)cc1 (configuration not stated)	1%
Cc1ccc(Cl)c2sc(NC(=O)C3CC3)nc12	15%
COc1cc(/C=C/C(=O)O)cc(S(=O)(=O)NCC2CCCO2)c1OC (configuration not stated)	0%
Cc1cccc(NC(=O)c2sc(-n3nc(C)c(CCC(C)C)c3C)nc2C)c1C	5%

# 3 records drawn at random from the list so far:
SMILES,aSyn tox rescue
COc1ccc(N2CCN(C(=O)C3CCCN(S(=O)(=O)c4cccc5cccnc45)C3)CC2)cc1 (configuration not stated),1%
Cc1c(C(=O)N2CCCC2)oc2c1-c1nn(CC(=O)NC(C)c3ccccc3)cc1CC2 (configuration not stated),-5%
COC(=O)c1c(N2C(=O)CC(Sc3ncccc3C(=O)O)C2=O)sc(C)c1C (configuration not stated),12%

# Later entries:
SMILES,aSyn tox rescue
Cc1ccccc1-n1c(SCC(=O)c2ccccc2)nnc1-c1ccc(F)cc1,20%
CCc1ccc(NC(=O)Cn2c(=O)n(CCC(=O)NCc3ccc4c(c3)OCO4)c(=O)c3ccccc32)cc1,-1%
Fc1ccc(Nc2ncnc3c2nc2n3CCCCC2)c(F)c1,-11%
CCCN(CCC)Cc1c(C(=O)N/N=C/C(C)=C\c2ccccc2)nnn1-c1nonc1N,-1%
COc1ccc(-n2ncc3c(NCCC4=CCCCC4)ncnc32)cc1,-9%
CCCCN(CC)CCNC(=O)c1cc2c(C)nc3ccccc3c2o1,6%
O=C(CNC(=O)c1ccccc1)Oc1ccc([N+](=O)[O-])cc1,1%
CC(=O)N1CCc2cc(C(=O)CN3CCN(c4ccccn4)CC3)ccc21,1%
COc1ccc2[nH]c(=O)c(CN(C(=O)c3cccc(Cl)c3)c3ccccc3C)cc2c1,3%
CCn1cc(C(=O)Nc2sc(C)c(C)c2C(=O)OC)cn1,0%
O=C(NCCc1csc(-c2ccc(C(F)(F)F)cc2)n1)C(=O)Nc1ccc(F)c(Cl)c1,-5%
Cc1ccc(-c2nnc(Nc3ccc(S(N)(=O)=O)cc3)c3ccccc23)cc1S(=O)(=O)N1CCOCC1,-5%
CCN1CCN(C(=O)Cn2nc(-c3ccc(Cl)cc3)ccc2=O)CC1,-47%[inhibitor]
CCc1ccc(NC(=O)Cn2nc(C(F)(F)F)c3c2CCCC3)cc1,8%
O=C(c1cccn1-c1nnc(N2CCCCC2)s1)N1CCN(c2ccccc2)CC1,-9%
COCCn1c(SCC(=O)Nc2ccc(F)cc2F)nc2c(c1=O)SCC2,7%
COc1ccc(-n2c(-c3ccco3)nc3c(cnn3-c3ccc(C)cc3)c2=O)cc1,2%&3%
COc1cc(-c2ccno2)ccc1S(=O)(=O)N1CCN(c2ccccc2F)CC1,21%
CCC(C)n1c(=N)c(C(=O)NCc2ccco2)cc2c(=O)n3cc(C)ccc3nc21 (configuration not stated),0%
CCOc1ccccc1CNC(=O)CN1C(=O)CCCc2ccccc21,-13%
Cn1c(=O)c2c(nc(N3CCOCC3)n2Cc2cccc(Br)c2)n(C)c1=O,9%
Cn1c(=O)c2c(ncn2CC(=O)OCC(=O)NCc2ccc(Cl)cc2)n(C)c1=O,-7%
Cc1ccc(NC(=O)Cn2cnc3nc4c(cc3c2=O)CCCC4)cc1Cl,-1%
COc1cccc(N2CCN(C(=O)Cn3c(-c4cccs4)cc4ccccc43)CC2)c1,3%
Cc1ccccc1C(=O)Nc1ccc2nc(SCC(=O)N3CCc4ccccc43)sc2c1,-8%
CCc1cc(C(N)=O)c(NC(=O)c2ccc(OC)cc2)s1,-46%[inhibitor]
CCOc1ccc(NC(=O)CC2C(=O)N(c3ccc(OC)cc3)C(=O)N2Cc2ccc(OC)cc2)cc1 (configuration not stated),5%
COc1ccc2c(c1)NC(c1ccc(OCC(C)C)cc1)=NC(c1ccncc1)=N2,-17%
CCOc1ccc(NC(=O)CCCN2C(=O)C(c3ccccc3)Oc3cccnc32)cc1 (configuration not stated),-6%
N#Cc1nc(COc2cccc(Cl)c2)oc1NCCc1ccccc1,4%
Cc1cc(C)c2sc(NC(=O)c3ccc(S(=O)(=O)N4CCOCC4)cc3)nc2c1,-5%
COc1ccc(-c2c(-c3ccc(OCC(=O)NN)cc3O)n[nH]c2C)cc1,-12%
O=C(CSCc1cccc(Cl)c1)OCc1nc2ccsc2c(=O)[nH]1,-7%
CN(C)/C=N/C(=S)Nc1ccc(Cl)cc1Cl,-12%
Cn1c(Oc2cccc(Cl)c2)nc2c1c(=O)n(Cc1ccccc1Cl)c(=O)n2C,-4%
COc1ccc(CNC(=O)N2CCN(S(=O)(=O)c3ccc(C)cc3C)CC2)cc1,-10%
COc1cc(C(=O)NNC(=O)c2ccco2)cc(OC)c1OC,-10%
O=C(Nc1nc2c(Br)cccc2s1)C1CC1,13%
COc1ccc(-c2c(C#N)c(SCC(=O)Nc3ccccc3C)nc(C)c2C(=O)Nc2ccc(Cl)cc2)cc1,6%
CC(=O)c1cc(C(=O)Nc2cc(C)cc(C)c2)c2ccccn12,-7%
CCOc1ccc(NC(=O)CSc2nc3ccccc3c(=O)n2CCC(=O)NC2CCCCC2)cc1,-8%
CCOC(=O)Cc1csc(N/N=C\c2cccc(Br)c2)n1,-5%
CC1CN(C(=O)COC(=O)/C=C/c2ccccc2)CC(C)O1 (configuration not stated),-10%
CCc1ccc(NC(=O)CSc2nc3c(oc4ccccc43)c(=O)n2-c2cccc(C)c2)cc1,0%
CCOc1ccc(NC(=O)CC2C(=O)N(c3ccccc3)C(=O)N2Cc2ccc3c(c2)OCO3)cc1 (configuration not stated),2%
O=C1Cc2cc(S(=O)(=O)N3CCCCC3)cc3c2N1CCC3,1%
COc1ccc(C(=O)Nc2ccc(-n3nncc3-c3ccccc3)cc2)cc1OC,-6%
Cn1c(=O)[nH]c2ccc([N+](=O)[O-])nc21,-6%
O=c1c(-c2n[nH]c(=S)o2)cccn1Cc1ccccc1,-6%
COc1cc(OC)c(-c2cc(C(=O)NCc3ccc(F)cc3)c3c(-c4ccccc4)[nH]nc3n2)cc1OC,-4%
Cc1nnc(SCC(=O)NC23CC4CC(CC(C4)C2)C3)n(N)c1=O,-2%
COc1ccccc1-n1nc(-c2ccccc2)c2cnc3c(F)cc(F)cc3c21,-1%
CCOC(=O)c1cnc2c(Cl)c(Cl)ccc2c1NCCN1CCOCC1,8%&-1%
COCCSc1nc(N)c2c3c(sc2n1)CN(C)CC3,3%
O=C(Cn1nnc(-c2ccccc2Cl)n1)Nc1ccc(Br)cc1,0%
CN(C)C(=O)OCC1COc2ccccc2O1 (configuration not stated),9%
CS(=O)(=O)c1cccc(-c2nnc(NC(=O)C3=COCCO3)o2)c1,12%
CC(C)(C)NC(=O)Cn1cc(S(=O)(=O)Cc2ccccc2Cl)c2ccccc21,1%
O=C1CSCN1c1cc(Cl)ccc1Cl,8%
CC(C)c1ccc2c(c1)CCC1C(C)(CN)CCCC21C (configuration not stated),-11%

# Further entries.
SMILES,aSyn tox rescue
COc1ccc(N(C)C(=O)c2cn(C)c(=O)c3cc(OC)c(OC)cc23)cc1,-7%
CCCn1c(NC(=O)c2ccccc2Br)nc2ccccc21,17%
Cc1ccc(Nc2nc(-c3ccncc3)cs2)cc1,2%
COc1ccc(Br)cc1CNC(=O)C1CCCCN1S(=O)(=O)c1ccc(F)cc1 (configuration not stated),12%
CCOC(=O)c1ccc(-c2ccc(/C=C(\C#N)C(=O)Nc3cccc(C)c3)o2)cc1,-17%
Nc1ccn([C@@H]2O[C@H](CNC(=O)[C@@H](N)CSCc3ccccc3)[C@@H](O)[C@H]2O)c(=O)n1,-2%
CCOc1ccc(CNC(=O)CSc2c3c(nc4ccc(Cl)cc24)CCCC3)cc1,-6%
CCN1C(=O)c2ccccc2Sc2ccc(NC(=O)Nc3ccc(C(C)=O)cc3)cc21,1%
COc1ccc(NS(=O)(=O)c2cccc(C(=O)NCC(c3ccco3)N(C)C)c2)cc1 (configuration not stated),3%
Cc1cccc(N2CCN(C(=O)c3oc(=O)c4ccccc4c3-c3ccccc3)CC2)c1C,6%
CCC(C)NC(=O)c1cc2c(=O)[nH]c3ccc(C)cc3c2s1 (configuration not stated),3%
Cc1ccc(NC(=O)CSCC#N)cc1Cl,4%
COc1cccc(NC(=O)c2sc(NC(=O)c3ccncc3)nc2C)c1,-2%
CC(NCc1ccc(S(N)(=O)=O)cc1)C(=O)Nc1cc([N+](=O)[O-])ccc1Cl (configuration not stated),-4%
COc1ccc(S(=O)(=O)N(CC(=O)NCCSc2ccccc2)c2ccc(Cl)cc2)cc1,-3%
CC1CCN(S(=O)(=O)c2ccc3nc(N4CCN(c5ccccc5F)CC4)ccc3c2)CC1,1%
CC(C)CC1C(=O)N(Cc2cn(CCC3OCCCO3)nn2)CCS(=O)(=O)N1Cc1ccc(-c2ccc(Cl)cc2)cc1 (configuration not stated),1%
N/C(=N\OC(=O)C1CCCCC1)c1ccncc1,-9%
O=C(/C=C/c1ccccc1)C1=C(O)C(=O)N(CCO)C1c1ccc2c(c1)OCO2 (configuration not stated),-7%
COc1ccccc1-c1cc(NC(=O)COc2ccc(C)c(C)c2)n(-c2ccccc2)n1,-5%

# High-throughput results (PubChem BioAssay)
